ARNT TACC3 PPI = disruptors of ARNT/TACC3 protein interaction, primary screen, biochemical, AlphaScreen, single concentration. Transforming acidic coiled-coil-containing protein 3 (Homo sapiens), Q9Y6A5. AlphaScreen His-ARNT PAS-B/GST-TACC3 binding, luminescence; TACC3 fragment carries E629A point mutation. inhibition, % at 9.99 µM. 390,000 tested, 0.66% active. AID 623870, 2012;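 active means mean inhibition of replicates at least 50% and at least half of replicates each reaching 50%; inconclusive means half or more replicates reach 50% but mean below 50%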;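 further: 0% = complete ARNT plus TACC3 wells and 100% = ARNT alone without TACC3; many hits fall short of the cut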
ERp5 block = inhibitors of ERp5-driven insulin aggregation, primary screen, biochemical, turbidity, absorbance 650 nm, single point; 350,000 tested, 0.05% active; inhibition, % at 9.99 µM; AID 651711, 2012; 90 min; Protein disulfide-isomerase A6 (Homo sapiens), Q15084;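 active means mean replicate inhibition above about 25%, with every replicate also reaching it, limit read from the data, passing the limit was not always enough; inconclusive means only one of those two criteria met; inactive means neither criterion met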
Target sequence (Q15084 whole entry, looked up): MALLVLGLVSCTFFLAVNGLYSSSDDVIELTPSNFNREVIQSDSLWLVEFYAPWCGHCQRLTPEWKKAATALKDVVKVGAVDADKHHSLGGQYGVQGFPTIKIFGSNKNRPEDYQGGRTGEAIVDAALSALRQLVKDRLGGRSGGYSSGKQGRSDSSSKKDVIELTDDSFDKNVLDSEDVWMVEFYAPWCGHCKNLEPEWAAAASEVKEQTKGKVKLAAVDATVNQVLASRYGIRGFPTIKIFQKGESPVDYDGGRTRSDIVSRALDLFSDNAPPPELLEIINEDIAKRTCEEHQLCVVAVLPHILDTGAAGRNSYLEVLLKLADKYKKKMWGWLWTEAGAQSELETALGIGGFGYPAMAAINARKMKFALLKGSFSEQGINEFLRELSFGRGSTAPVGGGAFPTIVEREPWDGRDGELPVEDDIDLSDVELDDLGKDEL
miR-122 sensor = miR-122 Renilla sensor signal increase in Huh7, primary screen, miR-122 inhibitor project, cell-based, single point, plate reader | 340,000 tested, 0.3% active | Huh7 miR-122 Renilla luciferase sensor, 48 h; neutral wells = 0, positive control = 100 | activation (reporter increase), % at 12.5 µM;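 active means mean replicate activation score at least 90 and every replicate individually at or above 90; inconclusive means only one of the two criteria met; inactive means neither criterion met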;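 further: higher luciferase means less miR-122 activity so hits act as miR-122 inhibitors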
esBAF inh = Bmi1 luciferase reporter increase in mESCs, primary screen, esBAF inhibitor project, mouse ES cells, Bmi1 luciferase knock-in, single point; 24 h; 100% = twice the neutral-well signal; reporter increase, % at 12.5 µM; 350,000 tested, 2% active; AID 602393, 2012; in the data active means activation above about 40%; inconclusive means no clear call, values can overlap the other calls;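 further: 0% = median of the plate's neutral control wells and 100% = double that signal; a rise in the Bmi1 reporter signal indicates esBAF inhibition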
Statin myotox sup = suppressors of statin myotoxicity in C2C12 myotubes, primary screen, cell-based, single point, plate reader | C2C12 myotubes + simvastatin, ATP luminescence, 48 h; scaled: DMSO 0, geranylgeraniol control 100 | rescue of ATP level, % at 7.49 µM | 330,000 tested, 0.78% active;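 active means mean ATP rescue above about 67%, or every replicate alone reaching that limit, limit read from the data, passing the limit was not always enough; inconclusive means no clear call, values can overlap the other calls; inactive means mean under the limit and some replicate under it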;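 further: myotubes were challenged with 10 µM simvastatin during compound exposure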
SIRT5 block = SIRT5 desuccinylase inhibitors, primary screen, biochemical, fluorescence imaging, single point, set 5 | inhibition, % at 15 µM | Purified SirT5, succinyl-peptide AMC, trypsin-coupled fluorescence | AID 652115, 2013 | 330,000 tested, 1.1% active; in the data active means inhibition above about 15%; inconclusive means no clear call, values can overlap the other calls
Target sequence (Q9NXA8 whole entry, looked up): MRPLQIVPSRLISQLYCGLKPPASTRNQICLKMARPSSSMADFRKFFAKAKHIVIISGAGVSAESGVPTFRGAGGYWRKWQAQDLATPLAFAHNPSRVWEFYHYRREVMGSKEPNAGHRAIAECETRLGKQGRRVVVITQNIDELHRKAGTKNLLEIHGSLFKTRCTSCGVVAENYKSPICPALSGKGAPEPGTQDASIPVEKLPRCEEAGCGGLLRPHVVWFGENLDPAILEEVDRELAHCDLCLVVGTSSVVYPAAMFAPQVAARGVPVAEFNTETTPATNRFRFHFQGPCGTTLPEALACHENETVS
Cneo AK release = Cryptococcus neoformans cell lysis inducers, primary screen, AK release luminescence, single concentration; C. neoformans lysis, adenylate kinase release luminescence, 4 h; normalised: neutral wells 0, clomiphene wells 100; lysis activity, % at 15 µM; 360,000 tested, 0.2% active;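 active means mean lysis activity across replicates of at least 80%, whatever share of replicates individually reach that level; inactive means mean lysis activity below 80%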
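Material: C. neoformans cells; Schedule: 4 h static compound exposure, 37 °C, read 1 h post-reagent; Measured by: adenylate kinase release luminescence; Read-out: signal increase indicating cell lysis; Controls: Clomiphene as positive lysis control.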
An asterisk follows results filed as active; ? = inconclusive; nt = not tested or not shown; [ ] = dose if it differs, or a comment.

SMILES	SIRT5 block	esBAF inh	ARNT TACC3 PPI	miR-122 sensor	ERp5 block	Statin myotox sup	Cneo AK release
O=C(O)CN1CCCC1=Nc1ccccc1	nt	-2	-8	-6	nt	2	6
O=C(CCNc1ccc(Cc2ccncc2)cc1)c1ccc([N+](=O)[O-])cc1	0	nt	4	nt	-1	nt	nt
CC(Cl)C(=O)Nc1ccccc1C#N (configuration not stated)	nt	nt	1	-10	2	nt	4
CCCNCc1cc(OCC)c(OCC(=O)Nc2ccccc2)cc1Br	-3	nt	0	nt	5	nt	nt
COc1ccc(N2CC(C(=O)Nc3nnc(Cc4ccccc4)s3)CC2=O)cc1 (configuration not stated)	1	1	-1	nt	-1	14	2
Cc1cnc(C(=O)Nc2ccc(N3CCCCC3)cc2)cn1	-4	nt	33	nt	3	nt	nt
C=CCN1C(=O)C(CC(=O)Nc2ccccc2F)S/C1=N\c1nccs1 (configuration not stated)	0	6	-5	-11	1	14	-2
C[C@H](CO)N1C[C@H](C)[C@H](CN(C)C(=O)Nc2ccc(C(F)(F)F)cc2)OCCCC[C@H](C)Oc2ccc(N(C)C)cc2C1=O	nt	-3	nt	9[16.7 µM]	nt	-52	nt
CCC1(c2ccccc2)NC(=O)N(Cc2cccc([N+](=O)[O-])c2)C1=O (configuration not stated)	-4	nt	4	nt	-4	nt	nt
CCN1CCN(C(=O)C2CCN(C(=O)Nc3ccccc3)CC2)CC1	-1	-1	-28	-2	-4	-13	-1
Cc1ccc(OCC(=O)NNC(=O)c2ccc(NC(=O)C3CC3)cc2)c(C)c1	-4	-2	-4	nt	7	5	1
Cc1ccsc1C(=O)OCC(=O)Nc1sccc1C(N)=O	nt	88*	-2	-6	nt	-13	nt
COc1ccc(Br)cc1/C=N/n1c(C)nc2ccccc2c1=O	-1	-2	1	-2	-1	9	0
CCN(C(=O)COC(=O)c1[nH]c(C)c(C(C)=O)c1C)c1c(N)n(Cc2ccccc2)c(=O)[nH]c1=O	-1	-2	9	nt	1	3	0
Cn1c(-c2ccccc2)cnc1NCc1cc(Cl)ccc1O	-13	-2	13	nt	-8	-18	-1
CCn1cc(C(=O)NCCCOC)c(=O)c2cc(S(=O)(=O)N(C)C3CCCCC3)ccc21	nt	12	-3	25	-5	16	-1
C[C@H](CO)N1C[C@H](C)[C@@H](CN(C)C(=O)CCN2CCCCC2)Oc2ncc(C#CCN(C)C)cc2C1=O	-1	0	-12	-2[16.7 µM]	-6	0	-10
C[C@@H]1CCCCO[C@H](CN(C)Cc2ccc(C(F)(F)F)cc2)[C@H](C)CN([C@@H](C)CO)C(=O)c2cc(NC(=O)C3CCCCC3)ccc2O1	nt	0	7	-2[16.7 µM]	nt	nt	0
C#CCNC(=O)C1=C[C@H](c2csc3ccccc23)C[C@H](OCc2ccc(CO)cc2)O1	nt	2	-10	4	4	5	-2
C[C@H](CO)N1C[C@H](C)[C@H](CN(C)S(=O)(=O)c2ccc(F)cc2)OCCCC[C@H](C)Oc2ccc(NC(=O)Nc3ccc4c(c3)OCO4)cc2C1=O	8	24	24	0[16.7 µM]	-3	nt	-12
CNC(=S)NNC(=O)Cc1ccccc1	nt	11	4	-4	nt	2	1
O=C(Nc1c(Cl)cc(Cl)cc1C(=O)NCC1CCCO1)c1ccco1 (configuration not stated)	-2	0	4	-3	1	-5	0
Cc1ccc2nc(NC(=O)COC(=O)c3ccccn3)sc2c1	7	nt	21	nt	3	nt	nt
CN1C(=O)CC(N2CCN(CC(N)=O)CC2)C1=O (configuration not stated)	nt	0	5	-3	nt	-11	-1
CCCOC(=O)Cn1cnc2scc(-c3ccc(OC)cc3)c2c1=O	1	-6	-12	-5	-1	0	2
C/C=C/c1ccc([C@H]2[C@H](CO)N3CCCCN(C(=O)Nc4ccc(OC)cc4)C[C@@H]23)cc1	1	nt	-5	0[16.7 µM]	2	nt	-1
C[C@@H]1CN([C@H](C)CO)C(=O)Cc2cc(NC(=O)Nc3ccc(F)cc3)ccc2O[C@@H]1CN(C)S(=O)(=O)c1ccc(F)cc1	5	-7	-6	-4[16.7 µM]	-2	8	1
CCN1C2=C(C(=O)CCC2)C(c2ccc(O)cc2)C2=C1CCCC2=O	nt	0	-2	-1	nt	13	1
CC(=O)c1ccc(NCC(=O)N2CCN(c3ccccc3)CC2)cc1	nt	5	0	-9	nt	nt	3
CCOC(=O)CSC1=NC(=O)/C(=C/c2ccc(Br)cc2)S1	3	nt	-3	nt	-2	nt	nt
CCCCc1nc2c(C)c(N)cnc2n1Cc1cccc([N+](=O)[O-])c1	-2	-4	-4	-25	6	7	0
Cc1cccc(NC(=O)c2ccco2)c1C(=O)O	1	nt	nt	-2	4	nt	0
COc1c(F)c(F)c(C(=O)Nc2ccc(NC(=O)Cc3ccccc3)cc2)c(F)c1F	-2	-4	19	3	-2	1	nt
Cc1ccc(N2C(=O)N(CC(=O)Nc3ccc(C)cc3Cl)C(=O)C2C)cc1 (configuration not stated)	3	nt	-2	28	-6	8	0
O=C(NCCOC(=O)c1ccc(F)cc1)c1ccc(F)cc1	-2	-2	2	1	-2	-16	2
Cc1cc(/C=C(\C#N)C(=O)NCc2ccco2)c(C)n1-c1cccnc1	4	nt	-3	nt	-1	nt	nt
Cc1ccccc1S(=O)(=O)N[C@@H]1CC[C@H](CCn2cc(-c3ccc(F)cc3)nn2)O[C@H]1CO	-7	9	-8	-5[16.7 µM]	-3	5	-1
CC(/C=N/NC(=O)CN1CCN(Cc2ccc(Cl)cc2)CC1)=C\c1ccco1	3	nt	8	nt	0	nt	nt
O=C(CSc1nc2cc(S(=O)(=O)N3CCOCC3)ccc2o1)Nc1c(F)cccc1F	-1	nt	-4	nt	7	nt	nt
Cc1cc(C(C)(C)C)cc(C)c1COC(=O)C1CCC(=O)N1 (configuration not stated)	nt	-10	-3	-4	nt	-131	-3
C[C@H](CO)N1C[C@H](C)[C@H](CN(C)S(=O)(=O)c2cn(C)cn2)OCCCC[C@H](C)Oc2ccc(NS(=O)(=O)c3ccc(Cl)cc3)cc2C1=O	-2	7	-32	-8[16.7 µM]	-4	nt	1
COC(=O)C[C@@H]1CC[C@@H]2[C@H](COc3ccc(NC(=O)Nc4ccc(C#N)cc4)cc3C(=O)N2C)O1	3	1	-16	-1[16.7 µM]	0	-10	-9
N#Cc1cc2c([nH]c1=O)CCCC2	-16	-3	8	-4	2	1	1
CSc1ccccc1C(=O)NC1CCCN(c2ccc(C(F)(F)F)cn2)C1 (configuration not stated)	1	-4	-4	-3	-2	-14	6
O=S(=O)(c1ccc(F)cc1)N1CCN(S(=O)(=O)c2cccs2)CC1	2	2	26	nt	-7	7	-1
Cc1ccc(S(=O)(=O)Nc2ccc3c(c2)C(=O)N([C@H](C)CO)C[C@H](C)[C@@H](CN(C)Cc2ccc(Cl)c(Cl)c2)OCCCC[C@H](C)O3)cc1	28*	-7	16	-3[16.7 µM]	6	nt	-1
O=C(CN(c1ccccc1)S(=O)(=O)c1ccccc1[N+](=O)[O-])Nc1cccnc1	0	3	nt	-4	-4	5	0
CCN1CCN(Cc2ccc(NC(=O)c3cc(NC(=O)c4cnn(-c5ccccc5)c4N)cc(OC)c3)cc2C(F)(F)F)CC1	nt	-73	4	-5	-3	-62	-4
COc1cc(C=Nc2ccccc2C(=O)Nc2ccccc2)cc(OC)c1OC	-10	nt	24	nt	6	nt	nt
O=C(CNC(=O)c1ccc(Cl)cc1Cl)OCc1ccccc1	-2	-5	-3	-5	-11	2	0

Next part.
SMILES	SIRT5 block	esBAF inh	ARNT TACC3 PPI	miR-122 sensor	ERp5 block	Statin myotox sup	Cneo AK release
CS(=O)(=O)c1ccc2nc(NC(=O)c3cc([N+](=O)[O-])cc([N+](=O)[O-])c3)sc2c1	3	5	-7	1	3	7	0
Cc1ccc(NC(=O)CCN2C(=O)C3C4CCC(C4)C3C2=O)cc1Cl (configuration not stated)	-4	4	1	-3	1	-8	1
COc1ccc(NC(=O)/C=C/C(=O)O)c([N+](=O)[O-])c1	1	nt	-2	-3	-3	nt	-2
CC(=O)N1CCC(N(CCN2CCOCC2)C(=S)Nc2ccc(C)cc2C)CC1	3	-2	-3	-3	-2	1	3
O=C(O)C[C@@H]1C[C@H]2c3cc(NC(=O)CC4CC4)ccc3O[C@H]2[C@@H](CO)O1	-6	0	-3	0[16.7 µM]	-2	1	-9
CO[C@H]1CN(C)C(=O)c2ccc(NC(=O)c3ccccc3F)cc2OC[C@@H](C)NC[C@@H]1C	-9	0	-3	2[16.7 µM]	3	18	0
COc1cc(C(=O)N/C(=C\c2cn(C)c3ccccc23)C(=O)NCCCn2ccnc2)cc(OC)c1OC	3	-3	6	5	-1	1	nt
COCCNC(=S)Nc1ccc(Cl)c(Cl)c1	-1	nt	-15	nt	3	nt	nt
COc1ccccc1CNC(=O)c1cc(S(=O)(=O)N2CCCC2)cn1C	1	-4	1	-4	-1	-6	2
Cc1cc(=O)oc2cc(NC(=O)c3cccc(S(C)(=O)=O)c3)ccc12	-2	?	16	0	3	-13	1
COCC#Cc1ccc2c(c1)O[C@H](CN(C)C(=O)c1ccccc1)[C@H](C)CN([C@@H](C)CO)S2(=O)=O	-2	-3	-2	-13[16.7 µM]	1	-7	1
CSc1nc(N)c(C#N)c(-c2ccccc2Cl)c1C#N	nt	-1	1	nt	nt	7	0

Filtered by structure, those above with an aryl methoxy group (10)
SMILES	SIRT5 block	esBAF inh	ARNT TACC3 PPI	miR-122 sensor	ERp5 block	Statin myotox sup	Cneo AK release
COc1ccc(N2CC(C(=O)Nc3nnc(Cc4ccccc4)s3)CC2=O)cc1 (configuration not stated)	1	1	-1	nt	-1	14	2
COc1ccc(Br)cc1/C=N/n1c(C)nc2ccccc2c1=O	-1	-2	1	-2	-1	9	0
CCCOC(=O)Cn1cnc2scc(-c3ccc(OC)cc3)c2c1=O	1	-6	-12	-5	-1	0	2
C/C=C/c1ccc([C@H]2[C@H](CO)N3CCCCN(C(=O)Nc4ccc(OC)cc4)C[C@@H]23)cc1	1	nt	-5	0[16.7 µM]	2	nt	-1
COc1c(F)c(F)c(C(=O)Nc2ccc(NC(=O)Cc3ccccc3)cc2)c(F)c1F	-2	-4	19	3	-2	1	nt
CCN1CCN(Cc2ccc(NC(=O)c3cc(NC(=O)c4cnn(-c5ccccc5)c4N)cc(OC)c3)cc2C(F)(F)F)CC1	nt	-73	4	-5	-3	-62	-4
COc1cc(C=Nc2ccccc2C(=O)Nc2ccccc2)cc(OC)c1OC	-10	nt	24	nt	6	nt	nt
COc1ccc(NC(=O)/C=C/C(=O)O)c([N+](=O)[O-])c1	1	nt	-2	-3	-3	nt	-2
COc1cc(C(=O)N/C(=C\c2cn(C)c3ccccc23)C(=O)NCCCn2ccnc2)cc(OC)c1OC	3	-3	6	5	-1	1	nt
COc1ccccc1CNC(=O)c1cc(S(=O)(=O)N2CCCC2)cn1C	1	-4	1	-4	-1	-6	2
